Assay outcomes as filed in PubChem BioAssay.
NCOA1 inh = human NCOA1 inhibition; Q15788; inhibition, % at 3.6 µM; actives 0.12% (n = 360,000); HEK293 GAL4-SRC1 luciferase reporter, luminescence;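 active means inhibition above the campaign mean plus 3 SD, with each screening campaign given its own cutoff, cut at about 60% in these data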;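 further: 0% = DMSO treated cells and 100% = gossypol at 36 µM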
NCOA2 inhibitor = inhibits human steroid receptor coactivator 2; HEK293 GAL4-SRC2 luciferase reporter, luminescence; Q15596; inhibition, % at 9 µM; actives 0.17% (n = 370,000);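 active means inhibition above the mean inhibition of all tested compounds plus 3 SD, set per campaign, cut at about 52% in these data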;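 further: 0% = DMSO treated cells and 100% = cells given Gossypol at 36 µM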
KKLEB cytotox = counter-screen for CF NF-kB inhibitors: cytotoxicity; KKLEB CF airway cells viability, ATPlite luminescence, overnight; hits give low values; cells stimulated with P. aeruginosa culture filtrate; activity change (cytotoxicity), % at 5 µM; actives 0.36% (n = 360,000);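 active means corrected activity change at or below -50% at 5 µM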
NR2F2 inh = NR2F2 (human) inhibition, primary screen; P24468; actives 0.7% (n = 370,000); HEK293T NGFI-A luciferase reporter, luminescence; inhibition, % at 8.6 µM;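 active means inhibition above a per-plate cutoff, mean inhibition of test wells between control levels plus 3 SD, cut at about 38% in these data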;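 further: cells cotransfected with COUP-TFII expression vector driving the NGFI-A reporter; 0% = median of COUP-TF2 test wells and 100% = reporter-only cells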
TWEAK Fn14 block = TWEAK-Fn14 signaling inhibition; TWEAK-stimulated Fn14 reporter cells, luciferase luminescence, 8 h; inhibition, % at 10 µM; actives 2% (n = 360,000); AID 1159606; in the data active means inhibition above about 50%
TRAIL sens C8 = caspase-8 TRAIL sensitization | AID 624354 | NB7+C8 cells + TRAIL, ATPlite viability luminescence | inhibition (viability loss, TRAIL sensitization), % at 10 µM | actives 1% (n = 360,000);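 active means compounds causing at least 50% loss of cell viability in the single-dose screen, relative to plate controls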
CF NFkB inh = cystic fibrosis NF-kB activation inhibition; inhibition, % at 5 µM; actives 0.86% (n = 360,000); KKLEB NF-kB-GFP reporter, PAF-induced, GFP fluorescence overnight;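 active means at least 50% inhibition at 5 µM, scaled per plate between neutral and stimulator controls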;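 further: PAF is a Pseudomonas aeruginosa culture filtrate used as stimulus; plate controls were PAF-stimulated DMSO wells for no effect and unstimulated DMSO wells for full effect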
SRC3 inh = human NCOA3 inhibition. inhibition, % at 3.6 µM. HEK293 GAL4-SRC3 luciferase reporter, luminescence. actives 0.17% (n = 360,000). Q9Y6Q9;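 active means inhibition above a per-campaign cutoff, the mean of all compounds plus 3 SD, cut at about 60% in these data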;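 further: 0% = DMSO-treated cells and 100% = gossypol-treated cells at 36 µM; higher means less SRC3-driven luciferase light from the GAL4 reporter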
TROY signal inh = TROY signaling inhibition | Q293 LMP1-TROYcd NF-kB luciferase reporter, 4 h | actives 0.98% (n = 360,000) | inhibition, % at 10 µM;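 active means compounds whose plate-normalised and pattern-corrected inhibition of the luciferase reporter signal at the single screening dose is 50% or more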
EBV LMP1 NFkB = reduces LMP1-driven NF-kappaB luciferase signal; LMP1-induced NF-kappaB luciferase reporter cells, luminescence; actives 0.69% (n = 350,000); AID 504558; inhibition, % at 12.5 µM; in the data active means inhibition above about 41%;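 further: 0% = neutral control wells and 100% = reference inhibitor control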
NR5A2 inv ag = suppresses constitutive activity of human LRH-1; O00482; HEK293T StAR-luciferase reporter, LRH-1 transfected, 24 h; actives 0.13% (n = 360,000); inhibition, % at 3.6 µM; AID 602396;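 active means inhibition above the mean inhibition of all tested compounds plus 3 SD, cut at about 73% in these data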;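 further: 0% = DMSO wells and 100% = reporter-only cells lacking LRH-1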
* = called active by the depositor; · = not tested or not shown.

canonical_smiles	NCOA1 inh	NCOA2 inhibitor	KKLEB cytotox	NR2F2 inh	TWEAK Fn14 block	TRAIL sens C8	CF NFkB inh	SRC3 inh	TROY signal inh	EBV LMP1 NFkB	NR5A2 inv ag
NS(=O)(=O)c1ccc(CCNCC(=O)N2CCC(Cc3ccccc3)CC2)cc1	1	-32	0	7	-2	2	2	23	-28	-7	-4
CC1(C)CC2=C(CO1)C(=S)NC(c1ccccc1)N2CC1CCCO1 (stereo not drawn)	-8	-21	13	2	1	-9	-20	3	-2	-2	14
COc1ccc(C(=O)CSc2nnc(-c3cnccn3)n2Cc2ccco2)cc1	0	1	-8	16	17	-5	-9	6	-2	-12	2
COc1cccc(C(=O)NCCn2ccc3ccccc32)c1	-82	-79	2	-24	-3	-7	-3	-58	-50	-44	-95
O=C(NC1CCCC1)C(c1ccncc1)N(C(=O)c1ccco1)c1ccc(F)c(Cl)c1 (stereo not drawn)	3	3	-1	16	6	4	-6	7	-16	-4	13
CC(=O)Cc1nsc(NC(=O)c2ccc(COc3ccccc3C)o2)n1	5	-9	-8	11	1	-4	5	-1	-8	-3	-8
CC1CCN(C2CCN(S(=O)(=O)c3ccc(C(F)(F)F)cc3)CC2)CC1	15	11	-1	-2	3	4	-1	-1	6	-1	10
CS(=O)(=O)c1ccc2nc(NC(=O)c3ccc(Cl)cc3)sc2c1	2	-39	-4	10	-6	7	17	-23	-23	-1	-24
CC(C)(C)c1ccc(C(=O)NC(=O)COC(=O)CCS(=O)(=O)c2ccccc2)cc1	-9	-6	7	-12	-15	12	13	-3	-7	-3	-2
COc1ccc(N2C(=O)CCC(C(=O)N3CCOCC3)C2c2ccc(F)cc2)cc1 (stereo not drawn)	-2	-26	-4	7	-10	9	-5	9	5	-3	0
COc1ccc(Cn2c(=O)c3[nH]cnc3n(-c3ccccc3C)c2=O)cc1	-10	-30	-16	-3	-13	3	19	22	-1	19	14
COc1ccc(C)cc1NC(=O)CSc1nnc(COc2ccc(Cl)cc2)n1Cc1ccco1	-5	2	-4	12	24	8	12	-3	16	22	-1
Cc1ccc(-c2csc(NC(=O)CSc3nc4ccccc4o3)n2)cc1	-8	1	0	9	9	-7	2	-12	1	-7	-18
O=C(CN(CC1CCCO1)S(=O)(=O)c1ccc(S(=O)(=O)NCC2CCCO2)cc1)Nc1ccccc1 (stereo not drawn)	-2	-20	-2	13	-1	7	1	3	-16	12	-2
CCN1C(=O)c2cccc3c(S(=O)(=O)N4CCNCC4)ccc1c23	-4	-16	-11	-22	10	0	-35	0	-8	5	15
COc1cc(/C=N/NC(=O)c2cccnc2)ccc1OC(=O)c1ccco1	12	-15	5	4	1	8	0	-7	3	-9	-10
O=C(Cc1ccccc1)NC(c1ccco1)c1c(O)ccc2ccccc12 (stereo not drawn)	9	0	6	-3	10	-2	4	-1	-14	0	3
Cc1[nH]c(=O)[nH]c(=O)c1CSc1nnc([C@H](CC(C)C)NC(=O)OC(C)(C)C)o1	-8	-14	0	7	-1	-7	-21	-5	-12	-1	2
Cc1ccc(OCC(=O)Nc2ccccc2C(=O)NC2CC2)cc1C	-24	0	-11	-3	-3	12	6	-20	-26	3	-16
Cc1cc(Cl)c2oc(C(=O)NC(C)c3ccncn3)c(C)c2c1 (stereo not drawn)	-21	9	-11	-8	-27	-12	16	-8	-6	5	34
Cc1cc(C)n2nc(SCc3nnc(-c4ccccc4Br)o3)nc2n1	-2	-48	8	18	1	-8	-20	-3	5	0	10
CC(C)c1ccc(/C=C(\NC(=O)c2ccccc2)C(=O)NCCCn2ccnc2)cc1	6	-53	2	19	23	5	-30	-7	-21	·	-2
Cc1ccc(-c2ccc(/C=C(\C#N)C(N)=S)n2C)cc1	-23	-18	18	-21	-9	-15	2	-9	-21	-6	-37
CCN(C(=O)c1ccc(S(C)(=O)=O)cc1)C12CC3CC(CC(C3)C1)C2	4	7	8	4	12	-5	5	18	21	9	12
Brc1cc2c(cc1Br)OCCOCCOCCO2	-36	19	8	5	-5	6	-10	6	2	-7	-7

Arranged by number of heavy atoms (rising): part of the list above
canonical_smiles	NCOA1 inh	NCOA2 inhibitor	KKLEB cytotox	NR2F2 inh	TWEAK Fn14 block	TRAIL sens C8	CF NFkB inh	SRC3 inh	TROY signal inh	EBV LMP1 NFkB	NR5A2 inv ag
COc1cccc(C(=O)NCCn2ccc3ccccc32)c1	-82	-79	2	-24	-3	-7	-3	-58	-50	-44	-95
COc1ccc(N2C(=O)CCC(C(=O)N3CCOCC3)C2c2ccc(F)cc2)cc1 (stereo not drawn)	-2	-26	-4	7	-10	9	-5	9	5	-3	0
CC(C)c1ccc(/C=C(\NC(=O)c2ccccc2)C(=O)NCCCn2ccnc2)cc1	6	-53	2	19	23	5	-30	-7	-21	·	-2

(listing goes on)
canonical_smiles	NCOA1 inh	NCOA2 inhibitor	KKLEB cytotox	NR2F2 inh	TWEAK Fn14 block	TRAIL sens C8	CF NFkB inh	SRC3 inh	TROY signal inh	EBV LMP1 NFkB	NR5A2 inv ag
CCOC(=O)Cc1csc(NC(=O)CSc2nnc(-c3ccncc3)o2)n1	-10	-11	3	11	12	27	6	15	-14	-3	-7
Cc1ccc2c(c1)C(c1ccccc1)N(C(=O)c1cc3ccccc3oc1=O)CC(=O)N2 (stereo not drawn)	-19	1	1	-1	9	-12	12	-2	-3	-1	16
CC(=O)C1CCC2C3CCC4=CC(=O)CCC4(C)C3C(O)CC12C (stereo not drawn)	1	-15	-2	4	-30	-10	4	-30	6	·	-27
O=C(CN1CCN(C(C(=O)Nc2ccc(F)cc2)c2ccccc2)CC1)NC1CC1 (stereo not drawn)	1	5	5	-10	-5	6	6	-2	1	-7	5
CCOC(=O)CSc1nc2sc(C)c(C)c2c(=O)n1C	0	-14	15	21	-3	6	-5	1	-9	2	14
Cc1cnc(NC(=O)Nc2ccc(OCc3ccccc3)cc2)c(Br)c1	-29	-25	23	-5	8	0	-15	-33	-26	-7	0
Cc1sc2ncnc(SCC(=O)NC3CCCC3)c2c1C	4	-26	-3	6	5	8	2	-24	5	4	-6
CC(C)CN(C(=O)COC(=O)c1ccccc1NCc1ccco1)c1c(N)n(Cc2ccccc2)c(=O)[nH]c1=O	-20	-19	1	-18	0	-3	11	3	23	7	8
CC1CCc2c(sc(NC(=O)CSc3nnc(-c4ccccc4)o3)c2C#N)C1 (stereo not drawn)	-25	-25	-1	-17	39	-2	0	-25	10	-15	-44
Cc1cccc(C)c1OCC(O)CN1CCCCC1 (stereo not drawn)	14	-17	-2	-2	-3	8	1	23	11	3	-6
Cn1ncc2nc[nH]c(=O)c21	3	-13	0	11	-5	9	13	2	10	-1	8
CCOc1ccccc1CNC(=O)C1CCN(C(=O)c2sccc2-n2cccc2)CC1	-60	8	3	1	64*	-9	-7	-3	26	-5	-4
Cc1ccccc1-n1ncc(C(C)NC(=O)c2ccccc2)c1C (stereo not drawn)	5	-12	10	-7	-13	-4	-8	-5	-32	-9	-7
CCOc1ccccc1Nc1nnc(Cc2ccccc2Cl)c(=O)[nH]1	5	-19	1	5	6	-8	5	10	-10	-9	0
CC(C)c1ccc(NC2CCCN(C(=O)CN3CCCC3=O)C2)cc1 (stereo not drawn)	-1	2	-1	-9	2	-15	0	-5	-7	-6	-1
CCN(CC)C(=O)c1cccc(-c2csc(C(O)c3cccc(OC)c3)n2)c1 (stereo not drawn)	-27	14	11	4	21	8	5	-8	24	·	15
Cc1ccc(C)c(NC(=S)N2CCC(NC(=O)c3cccc(F)c3)CC2)c1	3	-9	0	12	-8	-14	-9	8	-37	1	5
Cc1ccc(N2CCN(/N=C/c3c(C)nn(-c4ccccc4)c3Cl)CC2)cc1	-22	-42	-6	17	24	7	3	13	3	0	-8
COc1cc(C#N)ccc1OCC(=O)c1ccc2c(c1)OCCO2	-1	2	16	-2	8	-3	-2	7	-16	-2	8
CC(O)(c1cccc(F)c1)c1nc(-c2cccc(C#N)c2)cs1 (stereo not drawn)	-10	-17	-14	8	-2	-20	-10	-4	8	·	29
c1ccc2c(NCC3CCCO3)nc(N3CCCCC3)nc2c1 (stereo not drawn)	10	4	-8	-3	0	-6	5	8	-23	-4	14
O=C1OCCN1N1CCOC1=O	-9	6	-7	7	17	-7	17	1	1	1	19
Cc1ccc(S(=O)(=O)Nc2cccc(S(=O)(=O)Nc3ccccc3C(=O)O)c2)c(C)c1	6	-6	-2	4	-5	1	-4	0	15	1	-9
O=C(CN1CCc2ccccc2C1)Nc1ccccc1C(F)(F)F	21	10	-2	2	-7	-11	4	-26	-18	1	-17
COc1ccc(C=O)cc1Cn1cnc2c(cnn2C)c1=O	-13	-6	1	-1	-1	14	2	-7	-4	-3	-2
O=C1/C(=C\c2ccc(O)c(O)c2)N=C2CCCCCN12	-29	-35	9	-24	-17	18	-2	-45	-23	-8	-26
CCOc1ncccc1C(=O)OCC(=O)c1cc(OC)ccc1OC	14	7	-8	1	-6	-4	-15	7	5	6	12
CCOc1ccc(NC(=S)NCCCN2CCN(C3CCCCC3)CC2)cc1	2	-20	11	12	18	-4	-5	2	-4	-1	-24
Cc1cccc(C)c1NC(=O)CN1CCCC1	-4	10	2	-18	-10	6	-5	-12	6	-6	-3
O=C1Cc2ccccc2Sc2ccc(O)cc21	-15	-1	-12	-8	22	14	6	-8	10	-1	8
Cc1ccccc1-c1cc(C(=O)NCc2ccc3c(c2)OCO3)n(CC2CC(c3cccnc3)=NO2)n1 (stereo not drawn)	18	7	11	12	-25	-2	2	20	-3	-4	20
COc1ccc(S(=O)(=O)N(C)CC(=O)N2CCCCCC2)cc1	6	-17	4	4	10	-14	2	5	19	-1	3
Cc1cccc(CC(C)NC(=O)c2oc3c(F)cccc3c2C)n1 (stereo not drawn)	-13	17	5	6	-12	-2	6	-7	6	-2	-1
O=C(NCCc1nnc2ccc(SCC(=O)N3CCOCC3)nn12)c1ccccc1	8	4	-5	-1	-1	6	17	-2	10	-2	4
CCOc1ccc(-c2cc(C(=O)NN)[nH]n2)cc1	-106	-29	2	-16	-8	25	10	-40	-50	-7	-79
CC(C)NC(=O)c1ccccc1NC(=O)CCS(=O)(=O)Cc1ccccc1	-9	3	6	-8	-1	-4	10	-12	3	3	13
CC(C)(C)c1cc(C(=O)Nc2ccc(F)cc2)n(Cc2ccc(F)cc2)n1	-40	-69	-8	-11	18	4	25	0	63*	-4	5
COc1cccc(CN2CCNC(=O)C2CC(=O)NC2CCCC2)c1OC (stereo not drawn)	-9	20	11	-1	-7	-9	1	-4	0	0	-2
Cc1c(C=O)c2ccccc2n1CCOc1ccccc1F	-17	13	-6	45*	19	8	12	8	18	-4	3
CC(C)NS(=O)(=O)c1ccc(OCC(=O)NCc2ccc3c(c2)OCO3)c(Cl)c1	9	-17	1	-3	21	-7	12	20	16	1	8
CCn1c(COc2ccccc2Cl)nnc1SCC(=O)Nc1ncccc1C	12	-5	-2	13	6	-8	24	10	7	-3	13
CC(Sc1nnc(C2CC2)n1C1CC1)C(=O)Nc1ccccc1C#N (stereo not drawn)	-14	21	1	6	5	-9	15	14	2	-3	-21
COc1ccc(-n2c(Cc3cccn3C)nnc2SCC(=O)Nc2ccc(F)cc2)cc1	-12	9	-5	2	7	6	35	1	-6	-14	2
